BCR signal inh – qHTS Assay to Find Inhibitors of Chronic Active B-Cell Receptor Signaling; ABC-DLBCL IkBa-CBG/CBR reporter, luminescence ratio, 4 h; Potency, µM (series often up to 46.1 µM), for inactives: top-dose ratio change, negative = lower green/red ratio, actives largely listed as inhibitors; 340,000 tested, 0.05% active; AID 493014, 2011; active = well fitted inhibition curve with a large enough effect in the signal ratio, with a control signal flat, not every such curve was filed as active; inconclusive = small, poorly fitted or top-dose-only effect, or effect the other way, or a change in a side signal; the % refers to the signal ratio;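 note: potency is the fitted concentration of half-maximal effect; plate controls were basal doxycycline-induced cells for no effect and cells given 10 µM MG132 for full effect; MG132 reads +100%, hits lower the ratio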
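Cell line TMD8 (human ABC DLBCL), stably expressing tet-inducible CBG68-IkBa fusion and CBR; IMDM/0.5% FBS; cpd up to 46 uM; dox induction, 4 h, 37C/5% CO2; dual luminescence; green/red ratio; MG132 control.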
Giardia kill – Small Molecules that selectively kill Giardia lamblia: qHTS; Giardia lamblia trophozoite viability; activity change, % at 7.66 µM, hits read low; 340,000 tested, 0.15% active; in the data active = activity change below about -80%; inconclusive = between about -30% and that limit;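 note: parasites exposed to compound for two days anaerobically before the ATP read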
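Luminescent ATP signal served as the viability read-out, measured 15-30 min after adding ATP detection reagent to trophozoites that had been incubated with compounds for 48 hrs at 37 deg C anaerobically at 100 cells/well.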
USP2a inh – qHTS Assay for Inhibitors of Ubiquitin-specific Protease USP2a Using CHOP2 as the Reporter | Ubiquitin carboxyl-terminal hydrolase 2 (Homo sapiens), O75604 | USP2 core, Ub-CHOP2 coupled fluorogenic reporter, 485/531 | Potency, µM (doses to about 38.3 µM), for inactives: at the top dose activity change, negative = inhibition, actives largely listed as inhibitors | 330,000 tested, 0.01% active;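 note: potency is the fitted concentration of half-maximal effect; plate controls were DMSO wells for no effect and full inhibition by NEM control for full effect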
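Cell-free coupled assay: 10nM USP2 core preincubated 30min RT with compound in Tris-HCl pH 8.0/CaCl2/CHAPS buffer, then 25nM Ub-CHOP2 and 25nM reporter substrate; fluorescence (Ex 485/Em 531) read after 60min RT, normalized to NEM inhibition, concentration-response curves fitted.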
B2AR arrestin – qHTS assay of beta-arrestin-biased ligands of beta2-adrenergic receptor | 330,000 tested, 0.02% active | beta-arrestin recruitment to beta2AR, cell-based reporter | Beta-2 adrenergic receptor (Homo sapiens), P07550 | Potency, µM (series often up to 46.1 µM), inactives show at the highest dose activation, actives largely listed as activators;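 note: potency is the fitted concentration of half-maximal effect; 0% = DMSO controls and full agonism = EC100 isoproterenol or metaproterenol; nearly all actives have a fitted effect of over 65% in size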
Target sequence (P07550 whole entry, looked up): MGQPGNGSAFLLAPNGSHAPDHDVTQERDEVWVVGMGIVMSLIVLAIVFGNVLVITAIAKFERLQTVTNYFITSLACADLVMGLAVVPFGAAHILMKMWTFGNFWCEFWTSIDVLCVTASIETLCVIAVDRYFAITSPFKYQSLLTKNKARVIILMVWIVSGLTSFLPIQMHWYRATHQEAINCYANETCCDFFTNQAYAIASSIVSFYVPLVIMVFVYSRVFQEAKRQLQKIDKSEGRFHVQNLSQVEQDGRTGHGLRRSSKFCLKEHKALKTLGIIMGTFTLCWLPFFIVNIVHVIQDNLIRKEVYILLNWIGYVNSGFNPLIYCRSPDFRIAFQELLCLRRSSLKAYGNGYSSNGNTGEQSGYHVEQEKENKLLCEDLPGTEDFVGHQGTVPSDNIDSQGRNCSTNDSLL
KCNH2 WT inh – qHTS for Inhibitors of KCHN2 3.1: Wildtype qHTS. Voltage-gated inwardly rectifying potassium channel KCNH2 (Homo sapiens), Q12809. U2OS, BacMam KCNH2, thallium flux FluxOr; hits give low values. activity change, % at 1.84 µM. 340,000 tested, 0.37% active. AID 720551, 2013;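 active = maximum activity change below -70%; inconclusive = maximum activity change between -70% and -50%; inactive = maximum activity change above -50%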
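U2OS cells were transduced with wild-type KCNH2 virus (2.03 x 10^8 / mL) for 4 h at room temperature, then cultured overnight at 37 C. Thallium flux was read with FluxOr dye. Rate constants were normalized to DMSO controls.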
GALK inhibitor – qHTS Assay for Inhibitors of Human Galactokinase (GALK); P51570; Purified GALK, Kinase-Glo residual ATP luminescence; Potency, µM (doses to about 57.5 µM), inactives show at the top dose activity change, negative = inhibition, actives largely listed as inhibitors; 270,000 tested, 0.007% active; note: potency is the fitted concentration of half-maximal effect
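ATP-depletion format; final 35 uM ATP, 100 uM D-galactose, 5 nM enzyme; pH 8.0 HEPES/Mg2+ buffer; 60 min RT; luminescence read 10 min after detection reagent.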
Eya2 inh – qHTS Assay for Inhibitors of the Phosphatase Activity of Eya2; Potency, µM (highest dose often 76.9 µM), for the others: top-dose activity, negative = inhibition, hits mostly inhibitors; 330,000 tested, 0.006% active; Protein phosphatase EYA2 (Homo sapiens), O00167; recombinant Eya2, OMFP fluorescence dephosphorylation (OMFP is methylfluorescein phosphate); note: potency is the fitted concentration of half-maximal effect
Target sequence (O00167 whole entry, looked up): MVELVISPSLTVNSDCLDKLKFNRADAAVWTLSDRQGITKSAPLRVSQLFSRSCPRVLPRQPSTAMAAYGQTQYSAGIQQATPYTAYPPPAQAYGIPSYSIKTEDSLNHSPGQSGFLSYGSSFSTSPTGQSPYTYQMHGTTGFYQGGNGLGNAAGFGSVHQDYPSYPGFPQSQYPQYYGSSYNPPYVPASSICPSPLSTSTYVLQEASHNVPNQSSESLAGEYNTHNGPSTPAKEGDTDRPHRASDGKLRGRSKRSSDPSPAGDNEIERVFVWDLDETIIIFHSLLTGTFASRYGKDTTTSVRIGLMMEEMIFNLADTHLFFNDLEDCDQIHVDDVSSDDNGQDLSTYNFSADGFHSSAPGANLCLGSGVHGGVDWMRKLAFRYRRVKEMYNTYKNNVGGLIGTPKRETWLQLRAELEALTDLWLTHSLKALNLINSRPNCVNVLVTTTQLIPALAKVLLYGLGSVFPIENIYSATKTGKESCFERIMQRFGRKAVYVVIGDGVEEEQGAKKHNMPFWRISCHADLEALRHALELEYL
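Eya2 (0.2 uM) preincubated 10 min at ambient with compound, then OMFP substrate added at 50 uM; 10 min reaction in 50 mM HEPES pH 7.5, 50 mM NaCl, 5 uM MgCl2, 0.05% BSA, 1 mM DTT. Fluorescence read at Ex 485/Em 525 nm.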
FBPA coupling cs – qHTS Assay for Inhibitors of Fructose-1,6-bisphosphate Aldolase from Giardia Lamblia: Coupling assay counterscreen. coupling enzyme system counterscreen, AmpLite Red fluorescence. activity change, negative = inhibition, % at 58.2 µM, hits read low. 290,000 tested, 0.67% active. AID 2472, 2010; in the data active = activity change below about -30%
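Counterscreen of the coupled detection system alone, without aldolase: glyceraldehyde-3-phosphate coupling enzymes plus AmpLite Red readout. Compounds at 57.5 uM final, 10 min RT preincubation, 20 min RT reaction, fluorescence 525/598 nm.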
KCNH2 3.1 inh – qHTS for Inhibitors of KCHN2 3.1: Mutant qHTS | 340,000 tested, 0.95% active | U2OS KCNH2 3.1, thallium flux FluxOr; hits give low values | AID 720553, 2013 | activity change, % (tested at about 1.8 µM);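 active = maximum activity change below -70%; inconclusive = maximum activity change from -70% to -50%; inactive = maximum activity change above -50%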;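 note: thallium influx rate constant from kinetic fluorescence after stimulation buffer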
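U2OS cells transduced with KCNH2 3.1 mutant virus (1.77 x 10^8 /mL, 4 h), plated overnight at 37 C, loaded 45 min with FluxOr dye plus Red40 quencher. Thallium flux rate constant from kinetic reads after stimulation buffer, normalised to controls.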
uPA generation – qHTS for Inhibitors of Cell Surface uPA Generation. Potency, µM (series often up to 38.3 µM), for the others: top-dose activity change, negative = inhibition, usual class: inhibitors. 330,000 tested, 0.31% active. cell surface uPA generation assay, qHTS; active = well fitted inhibition curve with a large enough effect; inconclusive = small, poorly fitted or top-dose-only effect; inactive = no such curve, though single readings can be large or run the other way; tested in mouse RAW 264.7 cells; note: potency is the fitted concentration of half-maximal effect; nearly all actives have a fitted effect of over 55% in size
PKM2 act – qHTS Assay for Activators of Human Muscle isoform 2 Pyruvate Kinase; Pyruvate kinase PKM (Homo sapiens), P14618; purified PKM2, Kinase-Glo ATP luminescence, activation; response scale: 0% is enzyme alone, no compound; Potency, µM (top dose mostly 57.5 µM), inactives show top-dose activation, hits mostly activators; 260,000 tested, 0.34% active; note: potency is the fitted concentration of half-maximal effect; nearly all actives have a fitted effect of over 55% in size
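Purified hPK-M2 (>95%) run at intermediate activity with 0.1 mM ADP and 0.5 mM PEP in 50 mM imidazole pH 7.2, KCl, MgCl2; 1 h room temperature. ATP formed read by Kinase-Glo luminescence; normalized to uninhibited and no-enzyme controls.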
* marks the source's active call; other numbers are inactive results; ? = inconclusive; · = no result given. Unless noted, calls come from the whole dose curve; as a rule, active = well fitted curve in the direction sought with a large enough effect; inconclusive = small, poorly fitted or top-dose-only effect, or another doubt; inactive = no such curve, though single readings can be large; an effect the other way counts as inactive or inconclusive. Unless noted, % is set by controls: 0 for no effect and ±100 for the full control effect.

SMILES	BCR signal inh	Giardia kill	USP2a inh	B2AR arrestin	KCNH2 WT inh	GALK inhibitor	Eya2 inh	FBPA coupling cs	KCNH2 3.1 inh	uPA generation	PKM2 act
CC(=O)Nc1ccc(S(=O)(=O)N2CCN(S(=O)(=O)N3CCC(C)CC3)CC2)cc1	2%	-3	1%	-0.4%	5	6%	-8%	-1	26	3%	1%
O=C(c1ccccc1)c1sc(N2CCOCC2)nc1-c1ccccc1	1%	-10	5%	0.3%	-4	-1%	2%	1	·	-6%	0%
Cc1cc(C(=O)OCC(=O)N2c3ccccc3NC(=O)C2(C)C)c(C)n1-c1ccccc1	-8%	13	2%	0.1%	-25	-1%	1%	-1	-6	-11%	2%
Cc1cc(C)nc(SCc2nnc(SCc3ccccc3Cl)o2)n1	?	-22	-1%	-0.1%	-1	-4%	18%	5	-4	0%	2%
O=C(CSc1nc2ccccc2[nH]1)Nc1cc(C(F)(F)F)ccc1N1CCOCC1	-3%	-5	-21%	0.0%	-7	1%	-11%	5	-4	3%	9%
O=C(c1cnn(C(=O)c2ccco2)c1)c1cc(Cl)cc(Cl)c1O	0%	-6	0%	0.3%	4	·	13%	·	-2	-3%	·
COc1ccccc1N1CCN(C(=O)c2ccc(NS(=O)(=O)c3ccc(C)cc3)cc2)CC1	-11%	-5	4%	-0.6%	-18	8%	-6%	1	-11	0%	8.9µM*
CCCCOP(=O)(c1ccc(N(C)C)cc1)C(O)c1ccccc1F (configuration not stated)	?	-8	-2%	0.0%	-2	2%	-10%	-5	-11	-1%	-7%
O=C(NCCC1=CCCCC1)C1CCN(S(=O)(=O)c2cccc3nsnc23)CC1	-2%	5	-7%	0.0%	-11	1%	-3%	4	10	2%	-4%
Cc1ccc(-n2nc(C(=O)O)c(C)c(C#N)c2=O)cc1Cl	-1%	3	1%	0.3%	-8	3%	-11%	12	8	5%	2%
O=C(Nc1ccc([N+](=O)[O-])cn1)c1cc(-c2cccc(Cl)c2)nc2ccccc12	-2%	-28	3%	-0.3%	?	1%	-7%	-2	?	-2%	9%
O=C(c1cc2n(n1)C(C(F)(F)F)CC(c1ccc(Cl)cc1)N2)N1CCCC1 (configuration not stated)	?	18	0%	-0.1%	3	0%	-25%	4	0	3%	-2%
COCCN(Cc1nc2ccccc2c(=O)[nH]1)C(=O)c1cccc(S(=O)(=O)N2CCCC2)c1	0%	-6	1%	-0.1%	-19	·	-12%	·	-17	-3%	·
CCOc1ccc(NC(=O)N2CCc3ccccc3C2)cc1	0%	-14	1%	0.5%	27	-3%	-1%	-4	-4	10%	-7%
CC(C)Oc1ccc(C(=O)NCc2cccs2)cc1	-50%	-2	1%	0.3%	-4	0%	0%	-1	-29	·	5%
CCCOP(=O)(OCCC)c1c([N+](=O)[O-])cc(C(F)(F)F)cc1[N+](=O)[O-]	12%	?	1%	-0.1%	-4	2%	4%	-5	0	-11%	0%
COc1ccc(Nc2ncc(C(=O)N3CCN(c4ccc(F)cc4)CC3)c3ccccc23)cc1	-4%	0	-1%	0.3%	2	·	-1%	-3	-17	-2%	6%
Cc1ccc(NC(=O)/C(Cl)=C\c2ccccc2)cc1	11%	-25	0%	-0.5%	-5	3%	6%	8	6	-4%	-3%
Cc1ccc(-c2cc(C(F)(F)F)nc(SCC(=O)c3cccc([N+](=O)[O-])c3)n2)cc1	5%	4	2%	-0.6%	-20	·	1%	1	-4	13%	-17%
COc1cc(-c2nc3ccccn3c2/N=C/c2ccc(F)cc2)ccc1O	-22%	3	0%	-0.2%	-12	-1%	4%	-2	12	-9%	1%
CCCc1ccc2oc(C(=O)NCCc3cnn(C)c3)c(C)c2c1	?	19	3%	-0.2%	-8	2%	-4%	·	1	-14%	2%
CC(=O)N1CCN(c2c(F)c(F)c(C(F)(F)F)c(F)c2F)CC1	-17%	5	1%	0.0%	6	0%	-15%	7	-14	·	22%
CCOC(=O)c1c(NC(=S)Nc2ccc(Cl)cc2)sc(C)c1C	6%	8	0%	0.2%	2	2%	9%	2	17	4%	-1%
O=C(Nc1cccc([N+](=O)[O-])c1)c1cc(S(=O)(=O)Nc2ccccn2)ccc1Cl	?	-3	1%	-0.6%	2	-4%	5%	-1	-21	2%	9%
COc1ccc2[nH]c3c(c2c1)CCN1C(=O)C(CC(=O)NCCc2ccccn2)C[C@H](C(=O)N2CCCCC2)[C@@]31CCc1ccccc1 (some centres not stated)	6%	6	0%	-0.4%	-11	·	7%	·	-16	-21%	·
Following part:
SMILES	BCR signal inh	Giardia kill	USP2a inh	B2AR arrestin	KCNH2 WT inh	GALK inhibitor	Eya2 inh	FBPA coupling cs	KCNH2 3.1 inh	uPA generation	PKM2 act
CCOC(=O)N1CCN(C(=O)c2ccccc2NC(=O)c2ccc(Br)cc2)CC1	?	3	0%	0.1%	7	-3%	5%	6	6	-9%	-5%
O=C(COc1ccc2c(-c3ccccc3)cc(=O)oc2c1)Nc1ccc(CN2CCOCC2)cc1	?	-21	1%	-0.2%	4	-2%	12%	2	5	-16%	·
N#CCCn1cc(C(N)=O)c(-c2ccc3ccccc3c2)n1	-7%	5	-1%	-0.5%	-10	4%	1%	-3	-2	-3%	4%
Clc1cccc(OCCCCN2CCCCC2)c1	-1%	3	-1%	0.0%	32	-1%	9%	0	-20	9%	4%
COc1ccc(Br)cc1S(=O)(=O)n1ccnc1	0%	?	0%	0.0%	-6	-1%	-8%	0	-17	-15%	2%
COc1cc(/C=C2/C(=N)N3C=CSC3=NC2=O)ccc1OCCCOc1cc(C)ccc1C	9%	15	3%	-1.1%	3	-4%	7%	·	7	4%	-2%
CC(C)CC1Nc2ccc(C(=O)NCCCN3CCOCC3)cc2NC1=O (configuration not stated)	-10%	5	-1%	0.3%	-3	5%	-8%	1	-5	-1%	4%
COc1cccc(NC(=O)[C@H](Cc2c[nH]c3ccccc23)NC(=O)[C@@H]2Cc3ccccc3CN2)c1	?	4	-7%	-1.5%	-5	·	2%	-5	-32	0%	12%
O=C(Nc1cccc2ccccc12)c1ccccc1Cl	-16%	-2	5%	0.6%	0	·	-9%	1	-18	?	·
O=C(COC(=O)c1cc(S(=O)(=O)Nc2ccccc2Cl)ccc1O)Nc1ccc(F)c(F)c1F	3%	1	0%	0.5%	16	·	-26%	·	2	0%	·
COc1ccc(NC(=O)CCCNC(=O)Cn2cnc3sc(C)c(C)c3c2=O)c(OC)c1	1%	23	1%	0.3%	4	16%	-3%	3	5	-1%	-1%
CN(C)S(=O)(=O)c1cc(NC(=O)CN2CCNC(=O)C2)ccc1Cl	-10%	11	1%	-1.2%	7	-2%	-2%	0	29	2%	3%
COc1ccc(Nc2cc(C(=O)N3CCc4ccccc4C3)c3ccccc3n2)c(OC)c1	?	-22	1%	0.4%	-9	0%	1%	-1	-14	-18%	2%
CC(=O)Nc1ccc(S(=O)(=O)N2CCN(C(=O)c3ccco3)CC2)cc1	-6%	-3	5%	-0.5%	-14	-1%	2%	0	9	-22%	·
O=C(CSC1=NCCS1)NCc1ccco1	-7%	-10	-2%	0.0%	-14	4%	13%	-2	-6	-5%	1%
Cc1cnc(C(=O)NCCc2ccc(Cl)cc2)cn1	?	-4	3%	-0.2%	4	1%	-2%	·	-4	3%	·
COCCn1c(N2CCN(c3ccccc3)CC2)nc2c1c(=O)n(C)c(=O)n2C	0%	4	-1%	-0.1%	1	7%	-6%	0	-7	-9%	-11%
CCS(=O)(=O)c1ccc(O)c(NC(=O)/C=C/c2ccccc2)c1	?	-4	0%	0.0%	-7	3%	7%	2	-6	-5%	-5%
Cc1ccc2c(c1)N(CC(=O)Nc1ccc3c(c1)OCCO3)C(=O)CO2	-3%	4	2%	-1.6%	6	0%	1%	-1	-8	16%	0%
COc1ccc2c(c1)-c1nc(NC(=O)c3cccs3)sc1CC2	3%	-11	-2%	0.1%	2	2%	1%	-10	-13	-5%	?
O=C(COC(=O)c1cc(S(=O)(=O)N2CCOCC2)ccc1Cl)NCc1ccco1	-1%	-7	1%	0.0%	12	·	-17%	·	7	-10%	·
CCOC(=O)Cn1cnc2scc(-c3ccc(C)cc3)c2c1=O	-3%	7	0%	0.8%	1	0%	-3%	4	16	-1%	1%

Bioassay records (PubChem BioAssay)

Compounds were not picked by outcome; about 2.4% have a hit in one of these screens.
